# High-throughput results as filed in PubChem BioAssay.
# DRD3 agonist: activates the human D3 dopamine receptor | P35462 | D3R DiscoveRx beta-arrestin cells, luminescence, 90 min | max activation, % | 0.58% of 410,000 active | AID 652048; in the data active = max activation above about 30%; also: 0% is about no effect; mostly tested at two doses, the higher about 12 µM
# Target sequence (P35462 whole entry, looked up): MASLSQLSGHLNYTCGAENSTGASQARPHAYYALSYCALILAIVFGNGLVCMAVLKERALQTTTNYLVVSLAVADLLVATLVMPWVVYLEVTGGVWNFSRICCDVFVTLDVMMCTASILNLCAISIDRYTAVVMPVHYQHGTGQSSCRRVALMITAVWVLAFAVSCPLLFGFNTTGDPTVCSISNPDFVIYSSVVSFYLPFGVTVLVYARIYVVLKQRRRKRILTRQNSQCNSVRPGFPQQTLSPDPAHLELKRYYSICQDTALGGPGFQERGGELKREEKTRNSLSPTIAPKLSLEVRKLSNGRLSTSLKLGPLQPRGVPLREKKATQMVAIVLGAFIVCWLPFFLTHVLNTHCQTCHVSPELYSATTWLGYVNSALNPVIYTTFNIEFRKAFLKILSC
#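 Agonist mode: compounds and dopamine controls were applied to plated cells for 90 min at 37 degrees C after an overnight attachment at 1500 cells/well. Luminescent read-out followed 30 - 60 minutes at room temperature with DiscoveRx detection reagent.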
# EPAC2 antagonist: EPAC2 (human) antagonism; Q8WZA2; EPAC2 GEF exchange of Rap1B-BODIPY-GDP, fluorescence; Potency, µM (titrated, usually from 114 µM), without a hit: top-dose activity, negative = inhibition, most hits filed as inhibitors; 0.18% of 360,000 active; AID 720708; also: potency is read from the fitted curve at half-maximal effect; % is scaled to controls: 0 for no effect and ±100 for the full control effect; nearly all actives have a fitted effect of over 45% in size; many of its hits are not listed in these tables
# EPAC2 agonist: agonists of human EPAC2 (RAPGEF4) | EPAC2 activation, biochemical qHTS; response scale: 100% = 6.5 mM cAMP response | Potency, µM (top dose mostly 154 µM), for the others: at the highest dose activation, most hits filed as activators | 0.079% of 360,000 active | AID 720711; also: potency is read from the fitted curve at half-maximal effect; nearly all actives have a fitted effect of over 50% in size
#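 Compounds were added across a concentration range to EPAC2 (100 nM), RAP1B-BODIPY-GDP (250 nM) and GDP (50 uM). After 5 min at room temperature, fluorescence was recorded at 5-min intervals for 30 min.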
# Akt phos inh: blocks phosphorylation of Akt. AID 651550. 0.32% of 360,000 active. activity change, % for hits at 50 µM. Neuro2A IGF-stimulated pAkt S473 HTRF, 20 min; active compounds read low; in the data active = activity change below about -80%; inconclusive = mostly about -51% to -80%; also: % is scaled to controls: 0 for no effect and ±100 for the full control effect
#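 Single-point screen (50 µM final compound) in Neuro2A cells stimulated 20 min with 6 nM IGF at 37 deg C. After lysis, Ser473-phosphorylated Akt read by HTRF (ex 330 nm, em 615/665 nm) as the 665/615 ratio.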
# CCT chaperon mod: changes cytosolic chaperonin activity; purified chaperonin ATPase assay, HTRF ADP detection, 30 min; activity change, % (concentration not given with the values), hits read low; 0.3% of 360,000 active; AID 651819; in the data active = activity change below about -30%; also: % is scaled to controls: 0 for no effect and ±100 for the full control effect
#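 Enzyme 40 or 20 nM (batch-dependent) in Tris pH 7.4/KCl/MgCl2/DTT; cpd 76 uM single point; ATP 10 uM; 30 min 37 °C; Transcreener ADP HTRF detection, 30 min RT; ratio 665/615.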
# PTHR1 agonist: activates the human parathyroid hormone receptor PTHR1; Q03431; HEK293 GP2 PTHR1 cells, GloSensor cAMP luminescence, 1 h; Potency, µM (series often up to 115 µM), for the others: top-dose activation, usual class: activators; 0.075% of 410,000 active; also: potency is read from the fitted curve at half-maximal effect; nearly all actives have a fitted effect of over 55% in size; some results filed as inactive show a strong effect at the top dose; inactives centre near -15; many of its hits are not listed in these tables
# Target sequence (Q03431 whole entry, looked up): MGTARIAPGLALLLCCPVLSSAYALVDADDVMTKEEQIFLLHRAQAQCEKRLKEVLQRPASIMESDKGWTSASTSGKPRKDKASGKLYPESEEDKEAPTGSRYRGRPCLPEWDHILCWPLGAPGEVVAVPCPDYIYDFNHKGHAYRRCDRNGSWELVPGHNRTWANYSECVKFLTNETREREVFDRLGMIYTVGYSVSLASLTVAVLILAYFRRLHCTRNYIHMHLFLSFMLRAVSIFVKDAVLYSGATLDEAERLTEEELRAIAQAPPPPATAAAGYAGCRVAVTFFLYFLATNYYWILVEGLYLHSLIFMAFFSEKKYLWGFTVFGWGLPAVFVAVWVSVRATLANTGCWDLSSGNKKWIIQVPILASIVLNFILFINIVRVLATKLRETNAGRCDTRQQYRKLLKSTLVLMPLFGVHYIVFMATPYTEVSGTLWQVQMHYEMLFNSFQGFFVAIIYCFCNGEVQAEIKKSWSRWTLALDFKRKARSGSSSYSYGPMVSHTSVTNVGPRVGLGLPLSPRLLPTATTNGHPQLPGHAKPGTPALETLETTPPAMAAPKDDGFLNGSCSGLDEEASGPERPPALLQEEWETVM
#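 HEK-293-derived GP2 cells expressing PTHR1 and a GloSensor cAMP reporter, 3,000/well, plated overnight, given luciferin plus IBMX (each 0.5 mM as added) for 1 h at 37 °C, then compound for 1 h at 37 °C. Luminescence was read after 15 min at room temperature.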
# Mm-Cpn inhibitor: M. maripaludis TRiC chaperonin inhibition; purified Mm-Cpn ATPase, ADP Transcreener TR-FRET; 0.031% of 330,000 active; Potency, µM (titrated, usually from 76.9 µM), without a hit: top-dose activity, negative = inhibition, usual class: inhibitors; also: potency is read from the fitted curve at half-maximal effect; % is scaled to controls: 0 for no effect and ±100 for the full control effect; nearly all actives have a fitted effect of over 80% in size
#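 25 nM Mm-CPN + cpd, 10 min 37°C; + 10 uM ATP, 30 min 37°C; buffer 30 mM Tris pH 7.4, 100 mM KCl, 5 mM MgCl2, 1 mM DTT; Transcreener ADP HTRF detection 30 min RT.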
# D3 antag: D3 dopamine receptor (human) antagonism; P35462; D3R cells, DiscoveRx beta-arrestin luminescence, antagonist mode; active compounds read low; max response, negative = inhibition, %; 2.5% of 360,000 active; in the data active = max response below about -50%; inconclusive = no clear call, values can overlap the other calls; also: % is scaled to controls: 0 for no effect and ±100 for the full control effect; mostly tested at two doses, the higher about 12 µM
#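 Cells plated overnight at 1500 cells/well, then exposed to library compounds with dopamine controls for 90 minutes at 37 degrees C. DiscoveRx reagent added for 30–60 minutes at room temperature; luminescence read, quantitative HTS format.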
# * marks the source's active call; other numbers are inactive results; i = inactive; ? = inconclusive; nt = not tested or not shown; & = joins results of further samples; [ ] = another dose, or the depositor's remark. Unless noted, calls follow the shape of the dose curve; as a rule, active = well fitted curve in the direction sought with a large enough effect; inconclusive = small, poorly fitted or top-dose-only effect, or another doubt; inactive = no such curve, though single readings can be large; an effect the other way counts as inactive or inconclusive. Not all compounds are listed (hit frequency here may not be typical).
Molecule,DRD3 agonist,EPAC2 antagonist,EPAC2 agonist,Akt phos inh,CCT chaperon mod,PTHR1 agonist,Mm-Cpn inhibitor,D3 antag
CN1C(=O)C(C2c3ccccc3C(=O)N2Cc2ccc([N+](=O)[O-])cc2)C(=O)N(C)C1=O (configuration not stated),10,13%[57.1 µM],5%,i,-1.6,0%[57.5 µM],3%,?
CC(=O)NC(C)Cc1ccccc1 (configuration not stated),7,6%,-2%,i,0.4,-39%[inhibitor][57.5 µM],1%,0
CCC(=O)c1c(O)n(C2CCCCCC2)c(=O)[nH]c1=O,-11,-6%,4%,i,-4.0,-19%[57.5 µM],0%,0
O=C(Cc1ccccc1)N1CCN(CCCc2ccccc2)CC1,-7,0%,6%,i,-3.7,-41%[inhibitor],-1%,-12
Cc1ccccc1NC(=NCCCN1CC1)Nc1ccccc1C,-9,-8%,-12%,i,-2.4,-14%,nt,23
CC(C)Cc1nnc(NC(=O)CCC(=O)N2CCC3(CC2)OCCO3)s1,-6,0%,8%,i,0.2,i,0%,-1
CCOc1ccc(Cc2c(O)[nH]c(=O)[nH]c2=O)cc1,3,-2%,-3%,i,-2.3,-3%[57.5 µM],0%,21
COP(=O)(NS(=O)(=O)c1ccccc1)OC,1,11%,-3%,i,0.1,i,1%,12
CCOP(=S)(OCC)Oc1cc(C)nc(C(C)C)n1,1&4,22µM*,-11%,i,0.2,-19%,nt,27
C=C1N2CCC(CC2)C1(O)c1ccc(C)c(C)c1 (configuration not stated),3,3%,9%,i,-5.9,-11%,0%,-21
COC(=O)C1=C(c2ccc(F)cc2F)C[C@@H]2CC[C@H]1N2C(=O)NCc1ccc(C(F)(F)F)cc1,-13,-27%,-8%,i,2.4,-18%,2%,-23
c1ccc2c(CCNCc3ccc4c(c3)OCO4)c[nH]c2c1,-2,2%,7%,i,1.2,-2%[57.5 µM],1%,-68*
CCOC(=O)c1cccc(C2=C(CNC(C)=O)[C@H]3CC[C@@H](C2)N3Cc2ccccc2)c1,-7,-1%,4%,i,0.5,-17%,nt,-9
CC(=O)N1CCN(CCN=Cc2c(O)n(-c3ccc(F)cc3)c(=S)[nH]c2=O)CC1,-8,1%,3%,i,-1.4,-11%,-1%,1
CCC(C)c1ccc(N2C(=O)NC(=O)/C(=C/c3cccn3CCOc3ccc(C)cc3)C2=O)cc1 (configuration not stated),7,-2%,-31%[inhibitor],i,2.0,-39%[inhibitor],-2%,-6
c1cc2c(cc1CCNC1C3CC4CC(C3)CC1C4)OCO2 (configuration not stated),1,3%,5%,i,-4.0,-8%[57.5 µM],0%,?
CC(=O)OC1(c2ccccc2)CCN(C)C(C)C1C (configuration not stated),-5,10%,0%[15.6 µM],nt,1.6,i,1%,-17
C=C1[C@H]2CC[C@H]3[C@]4(C)C[C@H](O[C@H]5O[C@H](CO)[C@@H](OS(=O)(=O)O)[C@H](OS(=O)(=O)O)[C@H]5OC(=O)CC(C)C)C[C@@H](C(=O)O)[C@H]4CC[C@]3(C2)[C@H]1O,-25,-5%,-2%,i,0.2,-15%,-1%,-22
CCC(=O)N1CC(=O)Nc2ccc(Br)cc2C1c1ccccc1 (configuration not stated),-5,-10%,2%,i,1.4,20%,3%,0
COc1cc(N2CCOCC2)ccc1/C=C1\C(=O)NC(=O)N(Cc2cccs2)C1=O,3,13%,6%,i,0.9,i,-1%,2
CCc1cc(=O)[nH]c(SCCCF)n1,2,7%,10%,i,0.4,0%,4%,5
O=C(O)C1C(C(=O)O)C2(Cl)C(Cl)=C(Cl)C1(Cl)C2(Cl)Cl (configuration not stated),-16,-11%,-1%,i,-0.4,-24%,-1%,4
CCC1(CC(C)c2ccccc2)C(=O)NC(=O)NC1=O (configuration not stated),5,1%,9%,i,-6.0,i,nt,7
C=C1C(=O)OC2CC3(C)OC3CCC(C)=CC(OC(C)=O)C12 (configuration not stated),-10,6%,1%,i,-0.6,-45%,nt,-52*
COc1ccc(N(CC(=O)Nc2cc(OC)ccc2OC)S(C)(=O)=O)cc1,0,-8%,-5%,i,-0.4,-48%[inhibitor],-10%,5
C/C(CCc1c[nH]c2ccccc12)=N\O,14,6%,4%,nt,-3.1,0%[57.5 µM],1%,9
O=c1[nH]c(=O)n(Cc2ccco2)c(O)c1C=NCc1ccc2c(c1)OCO2,2,6%,1%,nt,-1.3,-12%[57.5 µM],3%,18
CCC1(CC)C(=O)N(Cc2ccccc2)C(=O)N(Cc2ccccc2)C1=O,-20,-19%,11%,nt,-1.1,-23%[57.5 µM],-1%,-27
N#CC12CNCC1CN=N2 (configuration not stated),3,13%,7%,i,-1.6,-19%,1%,-7
CC(O)(CS(=O)(=O)c1ccccc1)C(=O)Nc1ccc(C(F)(F)F)cc1 (configuration not stated),-14,3%,-20%,nt,-1.3,i,1%,-20
CC(C)[C@@]1(NC(=O)[C@@H]2C[C@@H]3c4cccc5[nH]cc(c45)C[C@H]3N(C)C2)O[C@@]2(O)[C@@H]3CCCN3C(=O)[C@H](Cc3ccccc3)N2C1=O,-59&-7&3,5%,1%,i,1.5,-1%,-8%,-96*
Cc1oc(-c2ccccc2)nc1CN1C(=O)CN=C(c2ccccc2)c2ccccc21,-2,?,7%,i,1.1,-7%,0%,9
COc1ccc(CNC(C)Cc2cccs2)cc1 (configuration not stated),-10,0%,-2%,i,0.8,i,0%,-5
COC(=O)C1=C(c2cc3ccccc3s2)C[C@@H]2CC[C@H]1N2C(=O)N1CCOCC1,-10,-21%,0%,i,-0.3,-23%,nt,18
COc1ccc(CCn2c(O)c(C=Nc3ccc(F)cc3)c(=O)[nH]c2=O)cc1OC,0,-1%,0%,i,-2.8,-44%[inhibitor],3%,0
CC1=CC2/C=C(\C)CCC(O)C(O)/C=C/C(=O)C23C(=O)NC(CC(C)C)C3C1C (configuration not stated),-12,-10%,1%,i,-1.6,-95%[inhibitor],nt,-74*
COC(=O)C1=C(c2ccc(OC(F)(F)F)cc2)C[C@@H]2CC[C@H]1N2C(=O)NC1CCCCC1,10,-13%,-7%,i,0.6,i,-2%,10
COc1ccc(CN2CCN(Cc3ccccc3OC)CC2)cc1,-20,5%,6%,i,-0.3,i,0%,?
O=P(N1CCCCCC1)(N1CCCCCC1)N1CC1,-3,-2%,-7%,i,-4.6,i,nt,4
O=c1[nH]c2ccccc2n1C1CCN(C(c2cc3ccccc3o2)c2nnnn2-c2ccc3c(c2)OCCO3)CC1 (configuration not stated),43*,?,8%,i,-0.7,-82%[inhibitor],nt,83
CC1(C)C[C@H]2C=C(C=O)[C@]3(C=O)C[C@]3(C)[C@H]2C1,0,?,9%,i,1.8,-84%[inhibitor],-6%,?
CCOC(=O)c1c(-n2c(C)cc(/C=C3\C(=O)NC(=O)N(C)C3=O)c2C)sc2c1CCCC2,1,-9%,4%,i,-2.6,i,-1%,7
CCn1ccnc1CN1CCCC(C(=O)c2cc(F)ccc2OC)C1 (configuration not stated),-14,-11%,6%,i,-2.8,-17%,2%[15.4 µM],-11
CNP(=O)(Oc1ccccc1)OC12CC3CC(CC(C3)C1)C2 (configuration not stated),-2,5%,6%,i,-6.5,i,1%,-5
CC1(C)CC(=O)C=C(NCCN2CCN(C(=O)Cc3ccc(Cl)cc3)CC2)C1,1,3%,4%,i,1.8,i,0%,26
CC1(C)C(c2ccccc2)=NC(c2cccnc2)N1O (configuration not stated),2,6%,-2%,i,3.2,-2%[57.5 µM],2%,-15
COc1ccc(/C=C2/C(=O)NC(=S)N(C3CC3)C2=O)cc1CN1C(=O)c2ccccc2C1=O,-16,-7%,-6%,i,-2.8,-9%,0%,?
CC1C(c2cccs2)=[N+]([O-])C(C)(C(=O)c2cccs2)N1O (configuration not stated),16,5%,4%,i,0.9,i,0%,2
O=C1NCN(c2ccccc2)C12CCN(C(CCc1ccccc1)c1nnnn1Cc1ccccc1)CC2 (configuration not stated),1,5%,5%,i,-2.2,-19%,nt,-9
Cc1ncc(C(=O)O)n1C(C)c1ccccc1 (configuration not stated),-10,1%,1%,i,-0.5,-23%,nt,-23
O=C(COC(=O)Cc1ccccc1)NC12CC3CC(CC(C3)C1)C2,12,-5%,5%,i,-4.7,i,-6%,18
CCS(=O)(=O)NCc1nnc2n1-c1ccc(Cl)cc1C(c1ccccc1)=NC2,4,14%,11%,i,1.4,-12%,0%,62
O=C(c1ccccc1)N1CCC2(CC1)OCCO2,13,-8%,15%,i,8.0,i,-1%,8
C=CCN1C(=O)NC(=O)/C(=C/c2c(CCN(C)C(=O)c3ccccc3)cc3c(c2OC)OCO3)C1=O,5,-6%,6%,i,0.5,-45%[inhibitor],3%,23
S=C(NCCc1ccccc1)N1Cc2cc(Br)ccc2-n2nncc2C1,-2,-12%,10%,i,-2.5,-23%,nt,20
Cc1ccc(N2C(=O)NC(=O)/C(=C\c3ccoc3)C2=O)cc1,3,13%,12%,i,-0.2,i,-2%,-3
Cc1ccc(OCC(=O)N2CCN(C)CC2)c(Br)c1,-4,-4%,2%,i,-0.7,-51%[inhibitor],1%,6
CCn1c(O)c(/C(C)=N/N2CCCCC2c2cccnc2)c(=O)[nH]c1=S (configuration not stated),4,10%,1%,i,-13,i,1%,3
CN(C)CC1CSCCC1(O)c1cccc(Cl)c1 (configuration not stated),0,2%,-1%,i,-1.5,-2%,3%,6
NS(=O)(=O)c1ccc(CCNC(=O)c2ccc(Cl)c(S(=O)(=O)N3CCCCCC3)c2)cc1,-9,0%,23%,i,-0.1,-53%[inhibitor],nt,-19
CN1CCN(c2ccc(C(F)(F)F)cc2N)CC1,-12,9%,7%,i,-0.6,-41%,0%,-14
